GlmU inhibition = inhibition of mycobacterial GlmU enzyme – biochemical, glucosamine-1-phosphate acetyltransferase (AID 1376); M. tuberculosis GlmU acetyltransferase enzyme assay; higher % means a stronger effect; 0.25% of 220,000 active; inhibition, %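 (tested at 30 µM in the primary screen)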, or IC50 in µM where a hit was titrated; in the data active means inhibition above about 13%; inconclusive means no clear call, values can overlap the other calls;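 further: 0% = complete reaction with vehicle and 100% = reaction without substrate; strong numbers were not always called active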
RmlCD inh 1536 = blocks M. tuberculosis RmlC and RmlD coupled enzymes; RmlC+RmlD coupled enzyme assay, percent inhibition; primary screen in compound mixtures; 0.03% of 160,000 active; P9WH09+P9WH11; AID 1533; inhibition, % at 3.6 µM; in the data active means inhibition mostly above about 34%, no sharp cut-off; inconclusive means no clear call, values can overlap the other calls; inactive means mostly below about 22%; further: some results filed as inactive read as strong as hits
Target sequence (P9WH09 whole entry, looked up): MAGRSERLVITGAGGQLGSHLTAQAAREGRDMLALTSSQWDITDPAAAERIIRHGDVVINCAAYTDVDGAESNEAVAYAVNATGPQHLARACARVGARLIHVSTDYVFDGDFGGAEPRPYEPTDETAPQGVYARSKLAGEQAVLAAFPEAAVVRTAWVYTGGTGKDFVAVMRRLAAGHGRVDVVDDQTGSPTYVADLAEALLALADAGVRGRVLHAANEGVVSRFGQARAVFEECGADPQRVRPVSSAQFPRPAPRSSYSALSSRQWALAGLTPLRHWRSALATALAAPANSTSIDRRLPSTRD
Target sequence (P9WH11 whole entry, looked up): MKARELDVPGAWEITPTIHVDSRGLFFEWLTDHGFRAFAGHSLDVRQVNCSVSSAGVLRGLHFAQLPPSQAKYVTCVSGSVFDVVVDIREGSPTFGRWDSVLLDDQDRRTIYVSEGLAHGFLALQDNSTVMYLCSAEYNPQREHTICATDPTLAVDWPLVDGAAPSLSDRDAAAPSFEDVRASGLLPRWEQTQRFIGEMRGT
An asterisk follows results filed as active; ? = inconclusive; nt = no result given. The list is partial; count on the stated rates, not on these rows.

canonical_smiles,GlmU inhibition,RmlCD inh 1536
Cn1cc(CNC(=O)C2c3ccccc3Oc3ccccc32)cn1,4.0%,nt
COc1ccc(C2CC(c3cc(Br)ccc3F)n3nnnc3N2)cc1 (stereo unspecified),-1.3%,-4.8
O=C(Nc1nsc(-c2ccccc2)n1)c1ccc(F)cc1,0.9%,7.3
CCNC(=O)CSc1nnc(-c2cccc(S(=O)(=O)N(CC)CC)c2)n1CCc1ccccc1,2.9%,-1.0
O=C(O)c1cccc(NC(=O)c2ccc(S(=O)(=O)c3ccccc3)cc2)c1,-6.0%,nt
Cc1cc(C)c2c(c1)-c1c(ssc1=S)C(C)(C)N2C(=O)CN1C(=O)c2ccccc2C1=O,4.5%,0.5
C=CCn1c(=NC(=O)CN2C(=O)CCC2=O)sc2cccc(OC)c21,-0.9%,-7.7
Cc1ccccc1/[N+]([O-])=C/c1ccncc1,1.2%,10.1
CCC(O)CC(C(=O)NNc1ccccc1)C(=O)NNc1ccccc1 (stereo unspecified),1.9%,-9.2
Fc1ccc(NC2=NCCCCC2)cc1,-6.7%,7.3
O=C(OC1CCCCC1)c1ccc2c(c1)C1C=CCC1C(C(=O)O)N2 (stereo unspecified),nt,-2.0
O=C(Nc1ccon1)c1cccc(S(=O)(=O)N2CCCCC2)c1,-3.8%,nt
C=CCNc1nnc(Sc2ncccc2[N+](=O)[O-])s1,-0.7%,7.8
S=C(NC1CCCCCC1)NC1CCCC1,-1.7%,-14.2
CCN(CC(=O)NCc1ccc(F)cc1)CC(=O)Nc1ccc(S(=O)(=O)N2CCCC2)cc1,-0.6%,-12.0
O=c1c(Cc2ccc(Cl)cc2Cl)c(O)ccn1Cc1ccncc1,-3.6%,-2.5
O=C(CCSc1ccccc1)Nc1ccc(OCc2ccccc2)cc1,0.5%,?
Cc1ccc2c(c1)NCC(C(=O)NC1CCCCC1)O2 (stereo unspecified),-7.5%,nt
CCN(CC)S(=O)(=O)c1cccc(C(=O)N/N=C/c2ccccc2OCC(=O)O)c1,-2.6%,6.8
CCS(=O)(=O)NCc1csc(-c2ccccc2)n1,0.4%,7.5
CC(C)(C)Nc1nc2ccc([N+](=O)[O-])cc2o1,-0.6%,nt
O=C(CSc1ncccn1)Nc1ccccc1,-4.0%,-11.7
Cc1ccc(-n2nc3c(Cl)nnc(C)c3c2C)cc1,-6.3%,-6.3
CC(C)(CCl)C(=O)Nc1ccc(OC(F)(F)F)cc1,2.4%,10.9
Cc1nonc1OC(C)CNc1ccc([N+](=O)[O-])cc1 (stereo unspecified),0.3%,12.6
CCCc1cc2c(cc1NC(=O)c1ccc(Br)cc1)OCO2,-2.0%,nt
COc1ccc(N2CCN(C(=O)c3ccc(Cl)c(S(=O)(=O)N4CCCC4)c3)CC2)cc1,-4.2%,50.0
O=C(O)CCS(=O)(=O)c1ccc(-c2ccccc2)cc1,-8.4%,9.7
CC(C)(C)c1ccc(C(=O)Nc2ccccc2Cl)cc1,8.0%,34.6
COc1ccc(Cl)cc1Nc1nc(-c2sc(NC(=O)CC(C)C)nc2C)cs1,-1.2%,8.0
COC(=O)c1ccc(C)c(NC(=O)c2c(-c3ccccc3)noc2C)c1,6.6%,nt
COc1cc2c(cc1NC(=O)COc1ccc3ccccc3c1)oc1ccccc12,-0.8%,nt
CC1CCN(C(=O)Cn2c(=O)n(-c3ccc(F)cc3)c(=O)c3sccc32)CC1,7.9%,-13.9
CN(CCO)S(=O)(=O)c1ccc2c(c1)C(=NNC(N)=O)c1cc(S(=O)(=O)N(C)CCO)ccc1-2,4.3%,nt
S=C(Nc1ccccc1)N1CCCCCC1,3.0%,nt
C/C(=N\NS(C)(=O)=O)c1ccccc1,-3.6%,5.5
CN1C(=O)/C(=C/c2ccc3c(c2)OCO3)N=C1c1ccccc1,-2.9%,-2.2
Cc1ccc(-c2nnc(SCC(=O)CC(=O)Nc3ccccc3)n2C)cc1,-4.1%,nt
O=C1C(Cl)=C(Nc2ccc(O)cc2)C(=O)c2ccccc21,-5.1%,nt
CCn1cc(CN2CCCC(C(=O)c3sccc3C)C2)cn1 (stereo unspecified),4.6%,-5.8
O=C(Nc1ccc(C(=O)N2CCOCC2)cc1)c1cccc([N+](=O)[O-])c1,-5.4%,nt
O=C(NCCc1cn2ccsc2n1)C1CCCCC1,0.0%,7.6
COc1ccccc1/C=C1\Cc2ccccc2C1=O,-6.2%,nt
CCCn1nnc(NC(=O)c2ccc3ccccc3c2)n1,-2.9%,5.3
CCOC(=O)c1cnc2c(N=Nc3ccccc3)c(N)nn2c1N,0.8%,nt
O=C1NC(c2ccccc2)=C(c2ccc3ccccc3n2)C(c2ccccc2)N1 (stereo unspecified),-0.3%,nt
CCCCNC(=O)c1cc2cccc([N+](=O)[O-])c2[nH]1,-0.2%,?
COc1cc(/C=C/C(=O)Nc2ccncc2)cc(OC)c1OC,1.5%,-6.7
Cc1cc(C)n(C(=O)CSc2ccc(Cl)cc2)n1,2.3%,12.2
Cc1cccc(Nc2nc(N)nc(CN3CCN(Cc4ccc5c(c4)OCO5)CC3)n2)c1,1.6%,-4.5

(listing goes on)
canonical_smiles,GlmU inhibition,RmlCD inh 1536
O=C(Oc1nsnc1N1CCCCC1)N1CCOCC1,0.2%,-0.7
CCCc1[nH]nc2c1C(CCc1ccccc1)C(C#N)=C(N)O2 (stereo unspecified),-3.5%,nt
Cn1cc(Cl)c(/C=C(\C#N)S(=O)(=O)c2ccccc2)n1,2.7%,-11.2
CCCCNC(=O)NC(C(N)=O)P(=O)(OCC)OCC (stereo unspecified),-2.0%,4.7
O=C(N/N=C/c1cccnc1)c1cc(-c2ccccc2OCc2ccccc2)n[nH]1,-0.6%,19.1
Cc1sc2ncn(CC(=O)NCc3ccco3)c(=O)c2c1-c1ccccc1,1.2%,-9.4
CC(NC(=O)c1cc2c(=O)n(C)c3ccccc3c2n1C)c1ccc2c(c1)OCCO2 (stereo unspecified),-3.7%,nt
O=C(CO)N/N=C/c1ccccc1F,2.0%,nt
CCN(CC)c1ccc(/C=N/NC(=O)c2ccoc2C)cc1,-7.2%,4.3
O=C(Cc1cccs1)N/N=C/c1ccc(OCc2ccccc2)cc1,3.2%,-11.3
O=C(c1ccc2ccccc2n1)N1CCN(c2ccccc2O)CC1,-2.4%,nt
CCCOC(=O)/C=C/c1c(C)[nH]c(=O)[nH]c1=O,-4.2%,8.8
Cc1ccc(-c2cnc(NC(=O)CCC(=O)N3CCCCC3)n2C)cc1,1.5%,-11.0
Cc1[nH]nc(NCCO)c1[N+](=O)[O-],3.0%,-7.4
CCCc1c(O)nc(SCCN(CC)CC)n(C(=O)c2ccccc2)c1=O,0.8%,nt
O=C1CCN(S(=O)(=O)c2cccs2)c2ccc(C(F)(F)F)cc2N1,-0.3%,-15.7
NC(Cc1ccccc1)C(O)(c1ccccc1)c1ccccc1 (stereo unspecified),0.7%,2.8
COc1cc(C(=S)N2CCOCC2)ccc1OC(=O)c1cc([N+](=O)[O-])c(C)c([N+](=O)[O-])c1,7.9%,-2.0
COc1cc2c(cc1OC)C(C)N(C(=O)C1COc3ccccc3O1)CC2 (stereo unspecified),-3.5%,-3.5
Cc1ccc(S(=O)(=O)N(CC(=O)N2CCN(c3ccccc3F)CC2)C2CCCCC2)cc1,4.2%,9.7
O=S(=O)(NCC1CCCO1)c1ccc(-c2ccc(S(=O)(=O)NCC3CCCO3)cc2)cc1 (stereo unspecified),-5.8%,70.3
CSc1nc(C)cc(Oc2ccc(OCCOc3ccccc3)nn2)n1,2.6%,-3.2
Cc1ccc(S(=O)(=O)Nc2ccc3c(c2)OCCO3)cc1C,-2.9%,nt
O=C(CCn1c(=O)[nH]c2ccsc2c1=O)NCc1ccc(F)cc1,2.3%,-9.9
C[C@H]1CC[C@@]2(O[C@H](CCO)C[C@H](O)[C@H]2O)O1,3.2%,nt
N/C(=N/OC(=O)c1ccccc1F)c1nonc1N,-4.3%,-12.5
Cc1ccc(-c2nnc(SCC(=O)CC(=O)Nc3ccccc3)n2-c2ccccc2)cc1,-0.2%,-8.6
CCS(=O)(=O)N1Cc2ccccc2CC1C(=O)NC(C)C12CC3CC(CC(C3)C1)C2 (stereo unspecified),-3.2%,-12.6
CCC(C)[C@H](NC(=O)NCc1cccc(OC)c1)C(=O)OC (stereo partly specified),2.4%,nt
O=C(/C=C/c1ccccc1Cl)Nc1ccncc1,-0.1%,-5.9
COc1ccccc1/C=c1\sc2nc(-c3ccco3)nn2c1=O,5.3%,nt
Cc1cc(S(=O)(=O)N(Cc2cccs2)Cc2ccccc2F)ccc1-n1cnnn1,6.5%,-5.6
Cc1nonc1N1CCN(Cc2cn[nH]c2-c2ccc3c(c2)OCO3)CC1,-2.5%,-15.5
CCOC(=O)c1c(C)nc(C)c(C(=O)OCC)c1-c1ccccc1,3.6%,nt
CCOC(=O)C1(CC2CCCCO2)CCN(S(=O)(=O)c2ccsc2)CC1 (stereo unspecified),4.0%,10.1
O=C(O)c1cc(-c2cccc(Cl)c2)nc2nc(N3CCCCC3)sc12,2.8%,5.6
CC(=O)Nc1ccc(S(=O)(=O)N(C)CC(=O)OCC(=O)N2CCc3ccccc32)cc1,nt,-9.3
CCC(C)n1ncn(-c2ccc(N3CCN(c4ccc(O)cc4)CC3)cc2)c1=O (stereo unspecified),3.6%,-1.6
Cc1cc(C)nc(NNC2=CC(=O)CC(C)(C)C2)n1,2.6%,-11.6
O=C(NCCN1CCOCC1)c1cc2c(=O)n3ccccc3nc2n1Cc1ccccc1,-1.0%,11.2
FC(F)(F)c1cccc(Cc2noc(CN3CCSCC3)n2)c1,-1.9%,-0.6
CCOc1ccc(N2C(=O)CC(Sc3nc(C)cc(C)c3C#N)C2=O)cc1 (stereo unspecified),-4.5%,16.4
CCOc1ccccc1Nc1ccnc2cc(Cl)ccc12,-0.4%,4.1
O=C(COC(=O)c1cccnc1Nc1cccc(C(F)(F)F)c1)NCc1ccc2c(c1)OCO2,3.8%,11.1
CCOC(=O)N1CCN(CC(=O)Nc2ccc(F)cc2)CC1,1.7%,6.7
OC1(C(F)(F)F)CC(O)(C(F)(F)F)n2nc(-c3ccccc3)cc2N1 (stereo unspecified),4.5%,74.1
COc1ccc(-n2c(Cc3cccn3C)nnc2SCC(=O)NCc2ccco2)cc1,10.5%,-7.2
CC(=O)Nc1ccc(N2S(=O)(=O)c3ccccc3S2(=O)=O)cc1,-1.3%,-7.3
O=C(CSC(=S)N1CCOCC1)Nc1ncc2c(n1)CC(c1ccco1)CC2=O (stereo unspecified),-1.6%,-6.8
CNC(=O)c1nc[nH]c1C(=O)NC,0.8%,-8.2

The list goes on:
canonical_smiles,GlmU inhibition,RmlCD inh 1536
CCOC(=O)CCP(=O)(O)C(C)(O)c1ccccc1 (stereo unspecified),-4.7%,-12.3
O=C(COc1ccc(Cl)cc1)NNC(=O)c1ccccn1,nt,-9.8
O=C(Cc1c(F)cccc1Cl)Nc1ccncc1,2.2%,-7.1
c1ccc(COC(CN2CCCCCC2)CN2CCCCCC2)cc1,-8.3%,-2.4
COc1ccc(C)cc1NC(=S)N1CCN(c2ncccn2)CC1,-1.6%,3.5
COC(=O)[C@@]1(Cc2ccc(OC)cc2)[C@H]2c3cc(C(=O)N4CCCC4)n(Cc4ccc(C)o4)c3C[C@H]2CN1C(=O)c1ccccc1,-6.1%,nt
CCC1(C)SC(NC(C)=O)=NN1C(C)=O (stereo unspecified),-6.2%,-6.7
Cc1cc(C)n(-c2ccc(C(=O)OCC(=O)N(CC(C)C)C3CCS(=O)(=O)C3)cc2)n1 (stereo unspecified),-1.8%,nt
COc1cccc(C(=O)NC2CCN(CC(=O)Nc3c(C)cc(C)cc3C)CC2)c1,-2.5%,5.8
COc1ccc(/C=C2\SC(=S)N(CCCC(=O)Nc3ccccn3)C2=O)cc1OC,-3.3%,-6.2
O=C(Cc1cccs1)N(Cc1ccco1)C1(C(=O)NC2CCCC2)CCCCC1,-3.5%,1.0
Cc1cccc(Oc2ccccc2NC(=O)c2cnccn2)c1,3.9%,8.6
N#C/C(=N/Nc1ccccc1[N+](=O)[O-])C(N)=S,1.1%,-9.9
COc1ccc(C(C)(C)C)cc1NC(=O)C1C2C=CC(C2)C1C(=O)O (stereo unspecified),4.3%,-11.9
CC(C)(C)OC(=O)NCCC(=O)N/N=C/c1cccc2nccnc12,-5.2%,10.6
COc1cc(C(=O)Nc2ccc(Oc3ncnc4sc(-c5ccccc5)cc34)cc2)cc(OC)c1OC,-3.3%,-0.1
COc1ccc(-c2nc3cnccn3c2NC(C)(C)CC(C)(C)C)cc1O,1.2%,-4.3
O=C(CCS(=O)(=O)c1ccccc1)Nc1nc2c(s1)CCCC2,1.7%,2.8

Among those listed so far, five contain a CF3 group.
canonical_smiles,GlmU inhibition,RmlCD inh 1536
CC(C)(CCl)C(=O)Nc1ccc(OC(F)(F)F)cc1,2.4%,10.9
O=C1CCN(S(=O)(=O)c2cccs2)c2ccc(C(F)(F)F)cc2N1,-0.3%,-15.7
FC(F)(F)c1cccc(Cc2noc(CN3CCSCC3)n2)c1,-1.9%,-0.6
O=C(COC(=O)c1cccnc1Nc1cccc(C(F)(F)F)c1)NCc1ccc2c(c1)OCO2,3.8%,11.1
OC1(C(F)(F)F)CC(O)(C(F)(F)F)n2nc(-c3ccccc3)cc2N1 (stereo unspecified),4.5%,74.1

Source: PubChem
